KCNH2 WT inh = KCNH2 (human, wildtype) channel inhibition; activity change, % at 1.84 µM; AID 720551; 0.37% of 340,000 active; U2OS, BacMam KCNH2, thallium flux FluxOr; hits give low values; Q12809;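 active = maximum activity change below -70%; inconclusive = maximum activity change between -70% and -50%; inactive = maximum activity change above -50%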
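U2OS cells transduced with wild-type KCNH2 virus are loaded with FluxOr dye for 45 min, and thallium flux is measured in kinetic reads before and after stimulation buffer. Rate constants are normalized to DMSO controls.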
Giardia kill = Giardia lamblia killing; Giardia lamblia trophozoite viability; activity change, % at 7.66 µM, hits read low; 0.15% of 340,000 active; AID 540267; in the data active = activity change below about -80%; inconclusive = between about -30% and that limit;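 note: parasites exposed to compound for two days anaerobically before the ATP read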
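Each well holds 100 Giardia trophozoites and compound. After two days (48 hrs) at 37 deg C in anaerobic conditions, ATP is quantified by luminescence.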
B2AR arrestin = agonists driving beta-arrestin recruitment to human beta2-adrenergic receptor; Potency, µM (top dose mostly 46.1 µM), inactives show at the highest dose activation, actives largely listed as activators; beta-arrestin recruitment to beta2AR, cell-based reporter; 0.02% of 330,000 active; P07550;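 note: potency is the fitted concentration of half-maximal effect; 0% = DMSO controls and full agonism = EC100 isoproterenol or metaproterenol; nearly all actives have a fitted effect of over 65% in size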
PKM2 act = increases activity of human pyruvate kinase M2; P14618; purified PKM2, Kinase-Glo ATP luminescence, activation; response scale: 0% is enzyme alone, no compound; Potency, µM (series often up to 57.5 µM), without a hit: top-dose activation, hits mostly activators; 0.34% of 260,000 active; note: potency is the fitted concentration of half-maximal effect; nearly all actives have a fitted effect of over 55% in size
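ATP formation by purified human PK-M2, quantified via coupled luciferase luminescence after 1 h at room temperature with 0.1 mM ADP and 0.5 mM PEP final.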
GALK inhibitor = blocks human galactokinase activity | P51570 | Purified GALK, Kinase-Glo residual ATP luminescence | Potency, µM (top dose mostly 57.5 µM), without a hit: at the top dose activity change, negative = inhibition, actives largely listed as inhibitors | 0.007% of 270,000 active; note: potency is the fitted concentration of half-maximal effect
Target sequence (P51570 whole entry, looked up): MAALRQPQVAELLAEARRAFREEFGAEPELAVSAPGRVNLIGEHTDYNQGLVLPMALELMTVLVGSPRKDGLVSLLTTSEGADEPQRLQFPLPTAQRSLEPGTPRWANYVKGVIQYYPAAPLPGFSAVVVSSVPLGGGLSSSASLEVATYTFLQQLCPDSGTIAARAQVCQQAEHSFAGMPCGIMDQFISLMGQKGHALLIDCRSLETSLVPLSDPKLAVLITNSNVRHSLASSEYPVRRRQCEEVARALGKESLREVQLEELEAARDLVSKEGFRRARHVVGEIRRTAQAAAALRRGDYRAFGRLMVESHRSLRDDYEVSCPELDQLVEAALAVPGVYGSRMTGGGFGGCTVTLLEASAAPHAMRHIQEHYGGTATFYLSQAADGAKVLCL
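Quantitative HTS: GALK 5 nM, ATP 35 uM, galactose 100 uM, 1 h room temperature, then luciferase-based ATP detection.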
Chronic BCR inh = blocks chronic active B-cell receptor signaling. 0.05% of 340,000 active. AID 493014. ABC-DLBCL IkBa-CBG/CBR reporter, luminescence ratio, 4 h. Potency, µM (titrated, usually from 46.1 µM), for inactives: at the top dose ratio change, negative = lower green/red ratio, actives largely listed as inhibitors; active = well fitted inhibition curve with a large enough effect in the signal ratio, with a control signal flat, not every such curve was filed as active; inconclusive = small, poorly fitted or top-dose-only effect, or effect the other way, or a change in a side signal; the % refers to the signal ratio;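 note: potency is the fitted concentration of half-maximal effect; plate controls were basal doxycycline-induced cells for no effect and cells given 10 µM MG132 for full effect; MG132 reads +100%, hits lower the ratio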
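Concentration-response series (up to 46 uM) were applied to TMD8 dual-reporter cells for 4 h at 37C with doxycycline. Green/red ratio, after filter-overlap correction, defined %Activity; red signal alone was normalised to basal cells and zero luminescence.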
Eya2 phos inh = inhibitors of human Eya2 phosphatase activity. recombinant Eya2, OMFP fluorescence dephosphorylation (OMFP is methylfluorescein phosphate). O00167. 0.006% of 330,000 active. Potency, µM (doses to about 76.9 µM), without a hit: at the top dose activity, negative = inhibition, hits mostly inhibitors; note: potency is the fitted concentration of half-maximal effect
Target sequence (O00167 whole entry, looked up): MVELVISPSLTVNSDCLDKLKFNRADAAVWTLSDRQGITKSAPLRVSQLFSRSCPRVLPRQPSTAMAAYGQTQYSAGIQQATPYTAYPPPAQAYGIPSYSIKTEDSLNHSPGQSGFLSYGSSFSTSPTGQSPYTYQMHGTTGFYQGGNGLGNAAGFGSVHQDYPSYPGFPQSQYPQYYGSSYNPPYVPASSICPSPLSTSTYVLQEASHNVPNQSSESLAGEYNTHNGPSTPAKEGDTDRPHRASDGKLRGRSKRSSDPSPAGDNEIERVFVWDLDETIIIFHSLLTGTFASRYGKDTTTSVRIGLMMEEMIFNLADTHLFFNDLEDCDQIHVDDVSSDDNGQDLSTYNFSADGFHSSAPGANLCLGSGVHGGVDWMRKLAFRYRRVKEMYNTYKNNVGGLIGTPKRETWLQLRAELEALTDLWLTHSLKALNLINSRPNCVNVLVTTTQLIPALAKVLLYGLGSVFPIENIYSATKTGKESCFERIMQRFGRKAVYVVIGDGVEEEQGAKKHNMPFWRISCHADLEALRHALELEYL
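Eya2 protein (added as 0.2 uM solution) was preincubated with compound for 10 min at ambient temperature in 50 mM HEPES pH 7.5, 50 mM NaCl, 5 uM MgCl2, 0.05% BSA, 1 mM DTT. OMFP (added at 50 uM) then reacted 10 min; fluorescence read at 485/525 nm.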
USP2a block = blocks human ubiquitin-specific protease USP2a | O75604 | AID 463254 | USP2 core, Ub-CHOP2 coupled fluorogenic reporter, 485/531 | 0.01% of 330,000 active | Potency, µM (top dose mostly 38.3 µM), for the others: top-dose activity change, negative = inhibition, most hits filed as inhibitors;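 note: potency is the fitted concentration of half-maximal effect; plate controls were DMSO wells for no effect and full inhibition by NEM control for full effect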
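Cell-free coupled assay: 10nM USP2 core preincubated 30min RT with compound in Tris-HCl pH 8.0/CaCl2/CHAPS buffer, then 25nM Ub-CHOP2 and 25nM reporter substrate; fluorescence (Ex 485/Em 531) read after 60min RT, normalized to NEM inhibition, concentration-response curves fitted.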
KCNH2 3.1 block = KCNH2 3.1 (human) potassium channel inhibition; 0.95% of 340,000 active; U2OS KCNH2 3.1, thallium flux FluxOr; hits give low values; activity change, % (tested at about 1.8 µM);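 active = maximum activity change below -70%; inconclusive = maximum activity change from -70% to -50%; inactive = maximum activity change above -50%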;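 note: thallium influx rate constant from kinetic fluorescence after stimulation buffer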
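U2OS cells transduced with KCNH2 3.1 mutant virus (1.77 x 10^8 /mL, 4 h), plated overnight at 37 C, loaded 45 min with FluxOr dye plus Red40 quencher. Thallium flux rate constant from kinetic reads after stimulation buffer, normalised to controls.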
Coupling enz = counter-screen for Giardia aldolase inhibitors: coupling enzyme system; 0.67% of 290,000 active; coupling enzyme system counterscreen, AmpLite Red fluorescence; AID 2472; activity change, negative = inhibition, % at 58.2 µM, hits read low; in the data active = activity change below about -30%
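Fluorescence at 525 nm excitation and 598 nm emission measured inhibition of the coupled detection system without aldolase. Compounds (at 57.5 uM final) were preincubated 10 min at room temperature with coupling enzyme reagent before a 20 min substrate/AmpLite Red step.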
uPA generation = blocks generation of uPA at the cell surface; cell surface uPA generation assay, qHTS; Potency, µM (highest dose often 38.3 µM), without a hit: at the highest dose activity change, negative = inhibition, most hits filed as inhibitors; 0.31% of 330,000 active; active = well fitted inhibition curve with a large enough effect; inconclusive = small, poorly fitted or top-dose-only effect; inactive = no such curve, though single readings can be large or run the other way; tested in mouse RAW 264.7 cells; note: potency is the fitted concentration of half-maximal effect; nearly all actives have a fitted effect of over 55% in size
Numbers without * were called inactive; ? = inconclusive; . = not tested or not shown; [ ] = another dose, or the depositor's remark. Unless noted, calls come from the whole dose curve; as a rule, active = well fitted curve in the direction sought with a large enough effect; inconclusive = small, poorly fitted or top-dose-only effect, or another doubt; inactive = no such curve, though single readings can be large; an effect the other way counts as inactive or inconclusive. Unless noted, % is set by controls: 0 for no effect and ±100 for the full control effect.

SMILES	KCNH2 WT inh	Giardia kill	B2AR arrestin	PKM2 act	GALK inhibitor	Chronic BCR inh	Eya2 phos inh	USP2a block	KCNH2 3.1 block	Coupling enz	uPA generation
C=CCN(C(=O)c1csnn1)C(C(=O)NC1CCCCC1)c1ccc(C)cc1 (stereo unspecified)	-3	-1	-0.2%	2%	0%	3%	-2%	3%	-7	0	-5%
C#CCOCCOCCOCCNc1nc(N2CCN(C(=O)Cn3cc(CCCCN)nn3)CC2)nc(N2CCN(C(=O)Cn3cc(CCCN=C(N)N)nn3)CC2)n1	3	2	-0.1%	.	.	2%	19%	-1%	-8	.	-11%
COc1ccc(N2CCN(C(=O)CCCNC(=O)Cn3cnc4sc(C)c(C)c4c3=O)CC2)cc1	-4	-24	0.4%	1%	-2%	0%	11%	2%	-5	9	-1%
OC(COc1ccccc1)CN1CCN(Cc2ccc3c(c2)OCO3)CC1 (stereo unspecified)	3	-2	0.1%	-7%	0%	2%	-1%	0%	4	2	2%
CCCc1cc(C(=O)Nc2cccnc2)no1	-5	11	0.1%	-55%	1%	?	-6%	5%	-1	-3	-22%
COc1ccc(S(=O)(=O)N2CCSC2c2ccc(OC)c(OC)c2)cc1 (stereo unspecified)	-11	15	0.1%	-11%	0%	-1%	-11%	-8%	-13	2	.
CCOC(=O)CNC(=O)CSc1cc(C)nc2ccc(OC)cc12	-7	2	0.0%	-13%	9%	?	-1%	3%	17	1	-1%
O=C(Nc1ccc2cccnc2c1)c1ccc(Br)cc1	-4	-21	0.4%	-1%	-1%	-18%	-1%	2%	11	-3	10%
COc1cc(/C=C2\SC(=Nc3ccc(F)cc3)N(c3ccc(F)cc3)C2=O)ccc1OCC(=O)O	.	.	0.0%	7%	-2%	0%	-19%	-1%	.	7	.
CC(=O)NCCc1ccc(S(=O)(=O)N2CCOCC2)cc1	0	29	-0.6%	-4%	-1%	-1%	-17%	-1%	-6	3	-1%
O=S(=O)(Nc1cccc2ncccc12)c1cccc(C(F)(F)F)c1	8	-21	0.0%	.	.	-1%	21%	1%	-4	.	-14%
O=C(N/N=C\c1cccnc1)c1cc(-c2ccc(Cl)s2)[nH]n1	-12	13	0.1%	.	1%	?	7%	4%	5	3	-29%
CCNS(=O)(=O)c1ccc(Br)c(OC)c1	-29	14	-0.1%	0%	1%	6%	-5%	1%	-93*	5	.
Cc1cccc(C(=O)O/N=C/c2c(Cl)n(C)c3ccccc23)c1	-5	8	-0.2%	2%	0%	?	7%	3%	8	0	-2%
COc1ccc(N2CCN(C(=O)Cn3cnc4sc(C)c(S(=O)(=O)N5CCOCC5)c4c3=O)CC2)cc1	11	-9	-0.5%	8%	15%	0%	-10%	2%	8	2	0%

The list goes on; it opens with the 2 that closed the last part.
SMILES	KCNH2 WT inh	Giardia kill	B2AR arrestin	PKM2 act	GALK inhibitor	Chronic BCR inh	Eya2 phos inh	USP2a block	KCNH2 3.1 block	Coupling enz	uPA generation
Cc1cccc(C(=O)O/N=C/c2c(Cl)n(C)c3ccccc23)c1	-5	8	-0.2%	2%	0%	?	7%	3%	8	0	-2%
COc1ccc(N2CCN(C(=O)Cn3cnc4sc(C)c(S(=O)(=O)N5CCOCC5)c4c3=O)CC2)cc1	11	-9	-0.5%	8%	15%	0%	-10%	2%	8	2	0%
O=C1C(=O)N(CCCn2ccnc2)C(c2ccc([N+](=O)[O-])cc2)/C1=C(\O)c1ccc2c(c1)OCCO2 (stereo unspecified)	-13	40[activator]	0.3%	.	.	0%	3%	4%	-4	.	-13%
COc1ccc(-c2nnc(SCC(=O)N(C)C3CCS(=O)(=O)C3)n2N)cc1OC (stereo unspecified)	1	-2	0.1%	5%	-1%	-1%	9%	4%	12	-1	0%
Cc1[nH]c2ccccc2c1/C=N/NC(=O)c1cccc(S(=O)(=O)Nc2ccccc2Cl)c1	10	-7	-0.2%	-6%	0%	-1%	9%	-1%	2	-26	-2%
O=S(=O)(NCC(Nc1ccc(Cl)cc1)c1ccccc1)c1ccccc1 (stereo unspecified)	-1	2	-0.9%	0%	2%	-1%	-10%	-1%	-10	-1	-2%
CCCCn1c(N)c(N(CC(C)C)C(=O)C2CCN(S(=O)(=O)c3ccc(C)c(C)c3)CC2)c(=O)[nH]c1=O	1	-6	0.0%	2%	1%	?	11%	1%	6	4	-7%
COc1ccc(NC(=O)COC(=O)c2cccc(S(=O)(=O)N3CCCCC3)c2)c(OC)c1	0	29	-1.2%	.	.	0%	2%	-2%	4	.	?
CCCCOCCCNC(=O)Cc1cccs1	-9	-8	0.5%	9%	-4%	0%	-6%	-2%	-9	0	6%
CC(C)(C)C(=O)Nc1c2c(nn1-c1cccc(Cl)c1)CS(=O)(=O)C2	-19	-2	-0.5%	.	8%	2%	7%	2%	-12	0	-21%
N/C(=N\S(=O)(=O)c1cc(C(F)(F)F)cc(C(F)(F)F)c1)c1cccs1	4	13	0.4%	?	.	-8%	-1%	3%	6	-3	-5%
O=C(CN1CCN(S(=O)(=O)c2ccccc2)CC1)Nc1ccc(Cl)c([N+](=O)[O-])c1	3	2	0.1%	.	.	14%	3%	-1%	-2	.	-9%
O=C(N/N=C/c1nn(-c2ccccc2)cc1-c1ccccc1)c1ccncc1	-5	8	-1.2%	6%	.	?	-6%	2%	-12	1	-3%
COc1cc(CNCCO)cc(Br)c1OCc1cccs1	2	1	0.1%	-1%	0%	?	-3%	2%	2	1	-6%
COc1ccc(Cl)cc1N(CC(=O)N/N=C/c1ccc(OC(C)C)cc1)S(=O)(=O)c1ccc(C)c([N+](=O)[O-])c1	5	18	0.0%	2%	2%	12%	2%	-1%	-22	-2	-6%
COc1ccc(OC)c(C2/C(=C(\O)c3ccc(OC)c(Cl)c3)C(=O)C(=O)N2CCN(C)C)c1 (stereo unspecified)	30	-8	0.5%	-4%	1%	?	-6%	1%	10	4	6%
O=C(COc1ccc(-c2nnco2)cc1)N1CCN(S(=O)(=O)c2ccccc2)CC1	-6	-25	0.4%	?	1%	-13%	5%	1%	5	2	-1%
C[C@H](CO)N1C[C@H](C)[C@@H](CN(C)CC2CCCCC2)Oc2c(NS(=O)(=O)c3ccc(F)cc3)cccc2C1=O	15	3	-0.3%	.	.	-1%	1%	7%	20	.	-5%
Cc1cc(Nc2cccc(F)c2)nc(-c2ccccc2O)n1	-10	1	-0.7%	-14%	-3%	6%	2%	0%	-3	-3	-7%
CCCCCOc1ccc(C(=O)NC(CCC)C(=O)O)cc1 (stereo unspecified)	-12	-10	-0.6%	-2%	2%	3%	10%	3%	0	15	-2%
COc1ccc(-c2nc(NC(=O)C3CC(=O)N(Cc4ccco4)C3)sc2C)cc1 (stereo unspecified)	4	?	-0.6%	.	.	?	-18%	2%	-11	.	?
Cc1nc(Cc2nnc(SCC(=O)N3CC(=O)Nc4ccccc43)o2)cs1	1	8	-0.8%	.	.	-2%	3%	6%	-7	.	5%
O=C(NCCc1ccco1)C(=O)NCC1OCCCN1S(=O)(=O)c1ccc(F)cc1 (stereo unspecified)	7	16	-0.3%	-2%	7%	?	18%	0%	-3	.	6%
CCC(=O)Nc1ccc(NC(=O)Cc2ccccc2)cn1	3	24	-0.2%	1%	1%	0%	-5%	0%	7	-15	1%
Cc1cc(OC(C)C(=O)NCc2cccnc2)c2c(C)cc(=O)oc2c1 (stereo unspecified)	4	-24	0.2%	-2%	-1%	3%	-13%	1%	12	3	2%
O=C(O)CCCN=C1CCCc2ccccc2N1	-10	-5	-0.4%	-2%	-2%	1%	0%	0%	3	-1	5%
N#CC(C(N)=O)=C1CCC2(CC1)OCCCCO2	4	-12	-0.2%	0%	-2%	-15%	-39%	3%	18	0	1%
Cc1ccc(OCC(=O)c2cc(C)n(-c3ccccc3)c2C)c([N+](=O)[O-])n1	-7	-102*	-0.3%	2%	-2%	-25%	-2%	4%	-8	-2	-3%
NC(=O)/C(=C/c1ccco1)C(N)=S	0	-7	0.0%	17%	-2%	9%	-11%	9%	-5	-3	-2%
COc1cccc(/C=N/n2c(=S)n(C)c3cc(C)c(C)cc32)c1OC	4	2	0.0%	1%	.	-14%	1%	3%	15	-3	3%
FC(F)(F)COc1ccc(-n2ccnc2)nn1	4	5	-0.8%	-1%	1%	-1%	-4%	2%	18	5	6%
CCc1ccc(CCC(=O)Nc2nnc(C)s2)o1	-23	12	0.2%	-5%	2%	-3%	-5%	0%	-10	0	-5%
O=C(COc1ccc([N+](=O)[O-])cc1)Nc1cc(C(=O)O)cc(C(=O)O)c1	-1	5	0.1%	0%	0%	?	-17%	1%	30	0	0%
COc1cccc(C(=O)Nc2nnc(S(=O)(=O)N(C)Cc3ccccc3)s2)c1	-7	-26	-0.2%	.	-4%	21%	-1%	0%	11	.	2%
COC(=O)c1ccc(NC(=O)CSC2=NC(=O)C(c3ccccc3)C(=O)N2)cc1 (stereo unspecified)	-6	27	-0.5%	-6%	3%	-1%	-2%	0%	1	7	3%
CCOC(=O)c1sc(NC(=O)CS(=O)(=O)c2ccc(C)cc2)nc1C	1	-2	0.2%	.	6%	?	-17%	-1%	-7	4	-4%
